LEDGF integ inh: blocks HIV-1 LEDGF/p75-dependent DNA integration. AID 743269. actives 0.64% (n = 370,000). TR-FRET IN-LEDGF/p75 DNA integration, Eu/Cy5. inhibition, % at 3.7 µM;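 active means inhibition above the screen-wide mean plus 3 SD, cut at about 13% in these data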;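 further: signal is the Cy5 over europium emission ratio at 671 and 618 nm; 0% = plate median of compound wells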
TDP2 absorb: TDP2 (human) inhibition, absorbance primary screen. AID 720702. actives 0.34% (n = 370,000). recombinant TDP2, T5PNP hydrolysis, p-nitrophenol absorbance 415 nm. inhibition, % at 12.8 µM. O95551;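 active means inhibition above the mean of all tested compounds plus 3 SD, set per campaign, cut at about 25% in these data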;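 further: 0% = DMSO with enzyme and 100% = buffer with substrate but no TDP2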
Target sequence (O95551 whole entry, looked up): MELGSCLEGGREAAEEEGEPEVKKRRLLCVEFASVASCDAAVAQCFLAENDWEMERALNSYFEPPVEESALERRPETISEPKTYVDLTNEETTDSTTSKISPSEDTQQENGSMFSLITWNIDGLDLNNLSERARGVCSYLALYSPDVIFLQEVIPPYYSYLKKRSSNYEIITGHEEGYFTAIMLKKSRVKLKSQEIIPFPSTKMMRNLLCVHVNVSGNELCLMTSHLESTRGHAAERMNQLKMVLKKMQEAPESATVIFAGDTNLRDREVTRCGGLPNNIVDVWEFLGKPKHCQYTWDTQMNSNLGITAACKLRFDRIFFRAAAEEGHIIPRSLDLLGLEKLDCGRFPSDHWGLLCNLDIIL
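Assay system: Recombinant human TDP2 | Quantity: 120 nM TDP2 per well | Incubation: 2 h at 37 °C | Signal: Epi absorbance | Evaluation: Percent inhibition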
UHRF1 MBD2 ctr: blocks human UHRF1 binding to methylated DNA. inhibition, % at 4.4 µM. UHRF1 binding to methylated oligo, TR-FRET. actives 0.75% (n = 370,000). Q96T88. AID 687016; in the data active means inhibition above about 21%;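 further: UHRF1 SRA domain binding a hemimethylated CpG hairpin DNA probe; 0% = median of test compound wells and 100% = reference inhibitor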
SIAE inh: blocks human sialic acid acetylesterase; Q9HAT2; SIAE FP-Rh probe binding, fluorescence polarization; inhibition, % at 9.66 µM; actives 0.69% (n = 370,000);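 active means inhibition above a cutoff: mean of compounds within the control limits plus 3 SD of those, cut at about 17% in these data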;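 further: 0% = plate median of compound wells and 100% = probe without SIAE protein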
Tn6 DDE FP: disrupts Tn6 cyclic peptide binding to fibrin D-Dimer-E complex | P02675 | AID 720509 | Fibrin DD(E) TRITC-Tn6 fluorescence polarization displacement | actives 0.21% (n = 370,000) | inhibition, % at 8.3 µM;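 active means inhibition above a per-campaign cutoff: mean of compounds within control limits plus 3 SD, cut at about 15% in these data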;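 further: 0% = median of all compound wells on the plate and 100% = blocking peptide control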
Target sequence (P02675 whole entry, looked up): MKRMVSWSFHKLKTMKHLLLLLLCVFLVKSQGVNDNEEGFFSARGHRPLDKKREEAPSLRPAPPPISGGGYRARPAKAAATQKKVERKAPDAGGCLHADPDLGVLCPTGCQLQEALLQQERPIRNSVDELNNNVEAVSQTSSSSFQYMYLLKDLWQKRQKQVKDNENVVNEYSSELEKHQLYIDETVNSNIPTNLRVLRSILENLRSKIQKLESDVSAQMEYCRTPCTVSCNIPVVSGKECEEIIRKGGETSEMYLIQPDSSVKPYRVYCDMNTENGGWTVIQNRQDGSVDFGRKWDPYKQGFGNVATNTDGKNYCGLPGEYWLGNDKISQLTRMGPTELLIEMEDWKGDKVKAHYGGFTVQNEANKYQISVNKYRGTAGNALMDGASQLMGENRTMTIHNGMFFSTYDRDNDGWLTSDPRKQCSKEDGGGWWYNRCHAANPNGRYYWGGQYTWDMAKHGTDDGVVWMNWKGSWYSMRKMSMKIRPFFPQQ
MBD2 DNA inh: inhibitors of human MBD2 binding to methylated oligonucleotide | TR-FRET | inhibition, % at 4.4 µM | AID 686964 | actives 0.31% (n = 370,000) | Q9UBB5; in the data active means inhibition above about 13%
PRMT1 inh: blocks human protein arginine methyltransferase 1 | recombinant PRMT1, activity-based probe fluorescence polarization | inhibition, % at 2.79 µM | actives 1.3% (n = 370,000) | AID 652257;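 active means inhibition above about 21% made by adding two undisclosed values, limit read from the data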
TCR CD3 inh: inhibitors of human TCR-CD3 interaction; TAMRA-labeled TCR probe fluorescence, biochemical; AID 651800; inhibition, % at 9.4 µM; actives 0.37% (n = 360,000); in the data active means inhibition above about 19%;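 further: recombinant mutant TCR 2C K166C tagged with TAMRA read by polarization; 0% = receptor in buffer alone and 100% = receptor with positive control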
KLK7 zymogen act: proKLK7 (human) activation, primary screen; purified proKLK7, EDANS-DABCYL substrate fluorescence; 100% is mature enzyme control, 0% vehicle; activation, % at 7 µM; P49862; actives 0.9% (n = 370,000);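 active means activation above the mean of all tested compounds plus 3 SD, computed per campaign excluding outliers beyond control limits, cut at about 13% in these data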
DDE Tn7 FP inh: disrupts Tn7 cyclic peptide binding to fibrin D-Dimer-E complex; P02675; FP displacement of FITC-Tn7 peptide from fibrin DD(E); 0% = median of compound wells per plate; inhibition, % at 8.3 µM; actives 0.13% (n = 370,000);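 active means inhibition above the mean of compounds falling within the control limits plus 3 SD of them, cut at about 14% in these data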;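 further: 0% = plate median of compound wells and 100% = 10 µM Aha-Tn7 peptide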
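Assay system: Human fibrin DD(E) protein | Medium: Tris buffer with calcium and detergent, pH 7.8 | Reagent: 0.1 µM fluorescent Tn7 | Compound dosing: Single point at 8.3 µM | Times: 10 min preincubation, 3 h with tracer, room temperature | Detection: Fluorescence polarization of the labelled Tn7 tracer | Controls: Aha-Tn7 high control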
Active calls of the source: *. Outcome played no part in choosing rows; overall some 4.6% were active at least once.

SMILES | LEDGF integ inh | TDP2 absorb | UHRF1 MBD2 ctr | SIAE inh | Tn6 DDE FP | MBD2 DNA inh | PRMT1 inh | TCR CD3 inh | KLK7 zymogen act | DDE Tn7 FP inh
CC(C)C[C@@]12C(=O)N(c3ccc(Br)cc3)C(=O)N1[C@H](c1ccc(Br)cc1)[C@@H]1C(=O)N(C(C)(C)C)C(=O)[C@@H]12 | 0 | 15 | -3 | 7 | -1 | 2 | -1 | -3 | 0.3 | 5
O=C(Nc1cccc([N+](=O)[O-])c1)C1CCN(C(=O)Cc2ccccc2)CC1 | -1 | 4 | 1 | 2 | 8 | 1 | 0 | 8 | 0.0 | 2
C=CCN1C(=O)C(Cc2ccccc2)S/C1=N/N=C/c1cccs1 (configuration not stated) | -2 | -2 | -2 | 2 | -1 | -3 | -2 | -4 | 0.0 | 14*
CCCn1c(-c2cc(OC)c(OC)c(OC)c2)nc2c1c(=O)[nH]c(=O)n2Cc1ccccc1 | -5 | -20 | 4 | 5 | 7 | 11 | 3 | 1 | -0.4 | -6
O=C(CCCOc1ccc(Cl)cc1)Nc1cccc(C(=O)O)c1 | 3 | 6 | 1 | -6 | 0 | -3 | 0 | -3 | 0.8 | 1
COc1ccc(C(=O)Cn2nc(CNc3ccc(Br)cc3)[n+]3c2CCCCC3)cc1 | -5 | -18 | 1 | -2 | 0 | 2 | 5 | -8 | -1.2 | -6
COc1ccc(-c2csc3ncnc(NCCO)c23)cc1 | -1 | 0 | -2 | 0 | -2 | -2 | -3 | 0 | 0.2 | 2
Cc1ccc([N+](=O)[O-])cc1NC1OC(CO)C(O)C1O (configuration not stated) | 0 | 1 | -4 | 8 | -1 | -4 | -3 | 6 | -0.3 | 1
CN1CCN(S(=O)(=O)c2ccc3c4c(cccc24)C(=O)N3)CC1 | 5 | -5 | 0 | -1 | 3 | 0 | 5 | -5 | 66* | 7
CC(C)Cc1ccc(-c2cc3nc(NCC4CC4)ccn3n2)cc1 | -1 | 5 | -1 | -2 | -5 | -1 | -2 | -3 | 0.0 | -2
COCCN(C(=O)CCN1C(=O)C2CC=CCC2C1=O)c1c(N)n(CC(C)C)c(=O)[nH]c1=O (configuration not stated) | 4 | -4 | 3 | 8 | 2 | 0 | -2 | -3 | -0.4 | 5
Clc1ccc(Cn2ncc3c(N4CCN(c5ccccc5)CC4)ncnc32)cc1 | 2 | 3 | -2 | 6 | -2 | -11 | -2 | 5 | 0.3 | 7
COCCN(CCOC)C(=O)N1CCOCC1 | 3 | 2 | 2 | 0 | -2 | 7 | -1 | 3 | 0.3 | -7
CCN(CC)c1ccc(N2C(=O)/C(=C\c3cccs3)SC2=S)cc1 | 1 | -5 | 1 | -2 | 4 | 3 | 1 | -7 | 0.6 | 7
CC[N+](C)(CC)CCOC(=O)C1c2ccccc2Oc2ccccc21 | 0 | 0 | 1 | -4 | -4 | 1 | -3 | 5 | 0.4 | 3
COc1cc2nc(=S)n3[nH]c(CCn4nc(C)cc4C)nc3c2cc1OC | -3 | -9 | -8 | 5 | -1 | -6 | 13 | -1 | -0.1 | -2
CC(=O)Nc1sc(C)c(C)c1C(=O)OCC(=O)NCc1ccccc1 | 2 | -9 | 0 | 2 | -5 | -2 | 3 | -7 | -0.6 | -1
CC(C)(C)NC(=O)C(c1ccc(F)cc1)N(CCc1ccccc1)C(=O)c1ccn[nH]1 (configuration not stated) | 0 | 2 | -1 | -11 | 4 | 2 | 3 | 5 | 0.0 | -6
Cc1ccc(C)c2c1CCC(=Cc1ccccc1[N+](=O)[O-])C2=O | -1 | -2 | 16 | 1 | 1 | 1 | -3 | 5 | 0.2 | -2
Cc1cccc(C2Nc3ccccc3C(=O)N2c2ccc(F)cc2)n1 (configuration not stated) | 7 | 3 | 0 | -3 | -3 | -1 | 0 | 6 | 28* | -8
CCC(C)NC(=O)CSC1=Nc2ccccc2C2=NC(CC(=O)NCc3ccc(F)cc3)C(=O)N12 (configuration not stated) | 0 | 1 | -1 | 3 | 7 | -3 | 0 | 9 | -2.1 | 4
CCN(CC)C(=O)CC(c1ccc(N(C)C)cc1)c1c(O)cc(OC)cc1OC (configuration not stated) | -1 | 6 | -1 | 1 | -3 | -3 | -1 | -6 | 1.8 | 0
O=C(O)C1CCN(C(=O)COc2ccc3c4c(c(=O)oc3c2)CCCC4)CC1 | -3 | 1 | -3 | -2 | -2 | -1 | 1 | -5 | 2.1 | -1
Cc1cc(C(F)F)n2nc(C(=O)Nc3ccc(F)cc3F)nc2n1 | 1 | -5 | 1 | 3 | -8 | 4 | -4 | 8 | 0.0 | -6
CS(=O)(=O)N1CCC(C(=O)Nc2ccccc2F)CC1 | 0 | 1 | -1 | 5 | -1 | 3 | -3 | -10 | 0.0 | 3
CC(CCc1ccco1)NC(=O)CCc1nnc2ccc(NCc3ccc(Cl)cc3)nn12 (configuration not stated) | 1 | 5 | 1 | -6 | -6 | 2 | 1 | 1 | 0.5 | -5
O=C(NCC1CC1)C1CCCN(S(=O)(=O)c2ccc(-n3cnnn3)cc2)C1 (configuration not stated) | -2 | 1 | -1 | -5 | -4 | 0 | 4 | 6 | -0.6 | 6
C=CCn1c(C)cc(C(=O)COC(=O)/C=C/c2cccc(OC)c2)c1C | 4 | -3 | -1 | 0 | -1 | 0 | -8 | 3 | 0.2 | -1
O=S(=O)(c1ccc(-c2ccno2)s1)N1CCCCC1 | 0 | 0 | 3 | -3 | -7 | -3 | -1 | 2 | -0.6 | -9
C=CCNC(=S)N1CCC(C(=O)c2ccc(C)cc2)CC1 | -2 | -10 | 0 | -2 | 3 | -7 | -1 | 0 | -0.7 | 10
O=C(c1ccc(Cl)c(Cl)c1)N(Cc1ccco1)c1ccc(O)cc1 | 0 | 9 | -1 | -3 | -3 | 2 | 1 | 1 | 0.2 | 1
Cc1ccc(C(=O)Nc2nnc(Cc3ccccc3)s2)cc1 | 0 | -8 | -1 | -7 | -2 | -4 | -1 | 3 | -0.5 | 0
Cc1ccc(-c2nnc3c(C(F)(F)F)nc4ccccc4n23)cc1 | 0 | -5 | 9 | -5 | -2 | -4 | 2 | -3 | 5.3 | -2
S=c1[nH]ncc2ccccc12 | -1 | 0 | -3 | -2 | -7 | -4 | 0 | 3 | 0.1 | -1
CCOC(=O)c1ccc(N2C(=O)C(O)=C(C(C)=O)C2c2ccc([N+](=O)[O-])cc2)cc1 (configuration not stated) | 0 | 5 | 0 | 0 | -8 | 4 | -1 | -2 | -0.5 | 3
NC(=O)[C@@H]1[C@@H]2C(=O)N(c3ccc(F)cc3)C(=O)[C@@H]2[C@H]2C=Cc3ccccc3N21 | -1 | -13 | 4 | 0 | 9 | -1 | 10 | 12 | -0.2 | 8
Cc1cccnc1NC(=O)CSc1ccc2c(c1)OCCO2 | -2 | 11 | 15 | 0 | 9 | 10 | 7 | 3 | -0.1 | 7
COc1ccc(CN2CCCC(C(=O)Nc3cccc(-n4cnnn4)c3)C2)c(C)c1C (configuration not stated) | 0 | 0 | 0 | -2 | 0 | -4 | 0 | 5 | -0.1 | -6
CC(Sc1nnc(-c2ccccc2F)n1C1CC1)C(=O)NCc1ccco1 (configuration not stated) | -4 | 9 | 1 | -3 | -2 | -1 | 2 | -3 | 0.1 | 6
O=C(CSc1nnc(-c2ccncc2)n1-c1ccccc1)N1CCN(c2ccc(Cl)cc2)CC1 | 3 | 0 | -2 | 5 | 3 | -3 | -2 | -2 | 0.0 | -4
O=S(=O)(CC(CN1CCCC1)N1CCCC1)c1ccc2ccccc2c1 (configuration not stated) | -2 | 9 | -5 | -1 | 1 | 1 | 0 | 13 | 0.6 | -1
Fc1ccccc1NC(=S)N1CCC(c2ccccc2)C1 (configuration not stated) | 3 | 5 | -1 | 1 | 5 | -4 | -5 | 5 | -0.4 | -3
Cc1ccc(-n2c(-c3ccco3)nc3c(cnn3-c3ccc(C)cc3)c2=O)cc1 | 0 | -7 | -1 | -1 | 1 | -4 | -3 | -1 | -0.1 | -6
O=c1cc(C(F)F)oc2c1ccc1ccccc12 | 1 | 13 | -10 | 4 | 5 | -2 | -4 | 2 | 17* | -1
CN(C)S(=O)(=O)c1cccc(NC(=O)COC(=O)CNC(=O)c2ccccc2F)c1 | -2 | 4 | 2 | 8 | 2 | 4 | -6 | 5 | -0.1 | 10
CN(C)C(=S)Nc1ccc(N2CCOCC2)cc1 | 4 | 15 | 0 | 10 | 10 | -1 | -5 | 3 | 0.1 | 1
Cc1ccc(S(=O)(=O)N2CCCC2C(=O)Nn2cnnc2)cc1 (configuration not stated) | 0 | -3 | -1 | 1 | -3 | 2 | 4 | -3 | 0.5 | -6
COc1ccc(OC)c(C2=NS(=O)(=O)N(C)C(C(=O)Nc3ccc(F)cc3F)=C2)c1 | 6 | -8 | -1 | -5 | -9 | 4 | 1 | 8 | 0.8 | -6
CCN(CC)S(=O)(=O)c1ccc(C)c(NC(=O)c2cc(C)oc2C)c1 | -2 | 3 | 1 | 13 | 2 | -4 | 0 | 5 | -0.3 | 6
Cc1ccc(C(=O)O/N=C(/c2nonc2N)N(C)C)cc1 | -2 | -9 | 3 | -1 | -3 | 6 | 3 | 1 | 0.4 | 6
O=C1OCC2=C1C(c1ccc(Cl)cc1)CC(=O)N2c1ccc(F)cc1 (configuration not stated) | 0 | 7 | 1 | 0 | 7 | 2 | -1 | 2 | 0.5 | 0
Cc1ccc(CNC(=O)COC(=O)c2c(C)noc2C)cc1 | 0 | 10 | 0 | -5 | 1 | 1 | -2 | 11 | -0.5 | 3
O=C(NCc1nc2ccccc2[nH]1)c1ccc(Cl)c(S(=O)(=O)N2CCCC2)c1 | -1 | 2 | -1 | -1 | -4 | 5 | 0 | 9 | 0.3 | 6

Limited to TDP2 absorb, Tn6 DDE FP and LEDGF integ inh, for some of the entries so far:
smiles | TDP2 absorb | Tn6 DDE FP | LEDGF integ inh
Fc1ccccc1NC(=S)N1CCC(c2ccccc2)C1 (configuration not stated) | 5 | 5 | 3
Cc1ccc(S(=O)(=O)N2CCCC2C(=O)Nn2cnnc2)cc1 (configuration not stated) | -3 | -3 | 0
O=C1OCC2=C1C(c1ccc(Cl)cc1)CC(=O)N2c1ccc(F)cc1 (configuration not stated) | 7 | 7 | 0
O=c1cc(C(F)F)oc2c1ccc1ccccc12 | 13 | 5 | 1
O=S(=O)(CC(CN1CCCC1)N1CCCC1)c1ccc2ccccc2c1 (configuration not stated) | 9 | 1 | -2

Part of the list above, reformatted.
structure	LEDGF integ inh	TDP2 absorb	UHRF1 MBD2 ctr	SIAE inh	Tn6 DDE FP	MBD2 DNA inh	PRMT1 inh	TCR CD3 inh	KLK7 zymogen act	DDE Tn7 FP inh
CCN(CC)S(=O)(=O)c1ccc(C)c(NC(=O)c2cc(C)oc2C)c1	-2	3	1	13	2	-4	0	5	-0.3	6
Cc1ccc(C(=O)O/N=C(/c2nonc2N)N(C)C)cc1	-2	-9	3	-1	-3	6	3	1	0.4	6

Bioassay records (PubChem)
